Assay outcomes: PubChem BioAssay, NCI
Growth percent in the NCI-60 one-dose screen (48 h, 10 µM unless noted): 100 = growth as untreated, 0 = no growth, -100 = all killed.
NCI/ADR-RES: NCI/ADR-RES ovarian cells; 81,000 compounds, 4.4% hits
NCI-H460: NCI-H460 lung cancer. 82,000 compounds, 6.8% hits. AID 1794736
IGROV1: IGROV1 ovarian cancer; 79,000 compounds, 4.7% hits; AID 1794786
NCI-H522: NCI-H522 lung cancer | 78,000 compounds, 8% hits | AID 1794739
SK-OV-3: SK-OV-3 ovarian cancer cells; 80,000 compounds, 3.2% hits
NCI-H226: NCI-H226 lung cancer | 79,000 compounds, 3.5% hits
NCI-H23: NCI-H23 lung cancer | 80,000 compounds, 4% hits | AID 1794731
NCI-H322M: NCI-H322M lung cancer. AID 1794733. 80,000 compounds, 2.7% hits
COLO 205: COLO 205 colon cancer. 79,000 compounds, 7.3% hits. AID 1794742
* = called active by the depositor; x = not tested or not shown; & = joins results of further samples. How the source made its calls: active means growth percent below 10; inactive means the rest.

Preview, 20 compounds:
SMILES	NCI/ADR-RES	NCI-H460	IGROV1	NCI-H522	SK-OV-3	NCI-H226	NCI-H23	NCI-H322M	COLO 205
CN1CCN(Cc2ccc(NC(=O)c3ccc(C(C)(C)C)c(C#Cc4cnc5cccnn45)c3)cc2C(F)(F)F)CC1	-44*	-53*	x	-74*	-57*	48	-65*	-30*	-70*
Cc1ccc(C(C)C)c2c1CCC2C (centres undefined)	102	104	101	77	100	90	96	105	115
Cc1c(C(=O)C(SC(=S)N2CCN(C)CC2)SC(=S)N2CCN(C)CC2)nnn1-c1ccc([N+](=O)[O-])cc1	116	103	109	80	96	93	103	93	94
Clc1ccccc1/C=N\N=C(N/N=C\c1ccccc1Cl)N/N=C/c1ccccc1Cl	85	83	95	82	111	111	78	96	97
COc1ccc(-c2nc3sccn3c2/C=C\c2cc(OC)c(OC)c(OC)c2)cc1	53	79	98	x	99	88	65	94	105
Clc1sc2ccccc2c1Cl	102	111	110	88	105	102	104	107	114
O=C(O)CCCC(C(=O)O)N1C(=O)CSC1=S (centres undefined)	109	106	104	95	105	101	97	95	115
O=C1OC(c2ccccc2)=CC1(c1ccccc1)c1ccccc1	94	95	106	82	101	82	91	101	97
CN1C(=O)C=C(N)C1=O	102	103	105	x	104	102	99	104	107
Nc1nc(N)c(Br)c(=O)[nH]1	106&104&114	102&105&102	106&109&100	93&100&112	98&103&107	91&104&105	104&101&104	104&102&98	100&100&104
CCOC(=O)c1ccc2c(c1)nc(-c1ccc(Cl)cc1)n2-c1cc(C(C)(C)C)[nH]n1	4.4*	23	42	26	19	30	44	64	35
Cc1ccc(NC(=O)c2cccc(CN3CCN(C)CC3)c2)cc1Oc1ccc(-c2[nH]nc3ncnc(N)c23)cc1	101	73	63	77	79	77	76	84	10
CCCCn1c2cc(OCc3cn(-c4ccc(Cl)cc4)nn3)ccc2c2ccnc(C)c21	28	22	39	24	53	52	32	57	22
c1cn2cc(-c3ccc4c(c3)ncn4C3CCCCC3)nc(-c3ccc4c(c3)ncn4C3CCCCC3)c2n1	96	99	108	82	88	87	95	109	103
Cc1ccccc1N1CCN(C(=O)c2cccnc2)CC1	107	114	96	88	111	108	103	88	106
CCCC/C(=N/NC(N)=O)C(OC)OC	104	116	139	85	110	108	101	129	120
COc1ccc(-c2nn(-c3ccccc3)cc2C2CC(c3cc4ccccc4oc3=O)=NN2C(C)=O)cc1 (centres undefined)	100	106	105	94	112	117	104	105	116
O=C1[C@@H](Oc2ccc(Cl)cc2)[C@]2(C3CCCCC3)c3ccsc3CCN12	90	89	92	73	86	91	92	101	98
O=c1[nH]ccc(=S)[nH]1	106	105	114	77	106	98	101	104	118
CCOC(=O)C#Cc1c(C(=O)OCC)nnn1Cc1ccc(C(F)(F)F)cc1	97	96	82	-15*	100	72	98	93	17

Results, from the first entry:
SMILES	NCI/ADR-RES	NCI-H460	IGROV1	NCI-H522	SK-OV-3	NCI-H226	NCI-H23	NCI-H322M	COLO 205
CN1CCN(Cc2ccc(NC(=O)c3ccc(C(C)(C)C)c(C#Cc4cnc5cccnn45)c3)cc2C(F)(F)F)CC1	-44*	-53*	x	-74*	-57*	48	-65*	-30*	-70*
Cc1ccc(C(C)C)c2c1CCC2C (centres undefined)	102	104	101	77	100	90	96	105	115
Cc1c(C(=O)C(SC(=S)N2CCN(C)CC2)SC(=S)N2CCN(C)CC2)nnn1-c1ccc([N+](=O)[O-])cc1	116	103	109	80	96	93	103	93	94
Clc1ccccc1/C=N\N=C(N/N=C\c1ccccc1Cl)N/N=C/c1ccccc1Cl	85	83	95	82	111	111	78	96	97
COc1ccc(-c2nc3sccn3c2/C=C\c2cc(OC)c(OC)c(OC)c2)cc1	53	79	98	x	99	88	65	94	105
Clc1sc2ccccc2c1Cl	102	111	110	88	105	102	104	107	114
O=C(O)CCCC(C(=O)O)N1C(=O)CSC1=S (centres undefined)	109	106	104	95	105	101	97	95	115
O=C1OC(c2ccccc2)=CC1(c1ccccc1)c1ccccc1	94	95	106	82	101	82	91	101	97
CN1C(=O)C=C(N)C1=O	102	103	105	x	104	102	99	104	107
Nc1nc(N)c(Br)c(=O)[nH]1	106&104&114	102&105&102	106&109&100	93&100&112	98&103&107	91&104&105	104&101&104	104&102&98	100&100&104
CCOC(=O)c1ccc2c(c1)nc(-c1ccc(Cl)cc1)n2-c1cc(C(C)(C)C)[nH]n1	4.4*	23	42	26	19	30	44	64	35
Cc1ccc(NC(=O)c2cccc(CN3CCN(C)CC3)c2)cc1Oc1ccc(-c2[nH]nc3ncnc(N)c23)cc1	101	73	63	77	79	77	76	84	10
CCCCn1c2cc(OCc3cn(-c4ccc(Cl)cc4)nn3)ccc2c2ccnc(C)c21	28	22	39	24	53	52	32	57	22
c1cn2cc(-c3ccc4c(c3)ncn4C3CCCCC3)nc(-c3ccc4c(c3)ncn4C3CCCCC3)c2n1	96	99	108	82	88	87	95	109	103
Cc1ccccc1N1CCN(C(=O)c2cccnc2)CC1	107	114	96	88	111	108	103	88	106
CCCC/C(=N/NC(N)=O)C(OC)OC	104	116	139	85	110	108	101	129	120
COc1ccc(-c2nn(-c3ccccc3)cc2C2CC(c3cc4ccccc4oc3=O)=NN2C(C)=O)cc1 (centres undefined)	100	106	105	94	112	117	104	105	116
O=C1[C@@H](Oc2ccc(Cl)cc2)[C@]2(C3CCCCC3)c3ccsc3CCN12	90	89	92	73	86	91	92	101	98
O=c1[nH]ccc(=S)[nH]1	106	105	114	77	106	98	101	104	118
CCOC(=O)C#Cc1c(C(=O)OCC)nnn1Cc1ccc(C(F)(F)F)cc1	97	96	82	-15*	100	72	98	93	17
Cc1ccccc1-c1noc(-c2n[nH]n3c2nc(=O)c2c(C)c(C)sc23)n1	114	106	103	100	104	112	x	95	116
O=C(CCCCCCNC(=O)C(O)(O)C(F)(F)F)Nc1ncc(-c2ccccc2)s1	2.1*	2.9*	-24*	-38*	-24*	15	-2.0*	3.5*	-73*
C#CCN(C)CCCOc1ccc(NC(=O)CCCCCCC(=O)NO)cc1Cl	65	26	17	13	18	63	28	27	-26*
COc1ccc(/C=C/C(=O)c2ccc3cc(OC)ccc3c2)cc1	104	108	104	73	99	91	97	104	104
CCCCc1nc2c([nH]1)c(=O)n(C)c(=O)n2C	107	103	100	85	104	76	100	104	106
CCOC(=O)C1=C(C(=O)c2ccc(OC)cc2)C(c2ccc([N+](=O)[O-])cc2)C(C(=O)c2ccc(OC)cc2)=C(C(=O)OCC)N1	72	68	83	39	90	84	63	91	91
OC1(C#CC2(O)CCCC2)CCCC1	102	100	93	83	101	99	97	88	108
Cc1ccc(-c2[nH]ncc2CNCCSc2nccn2C)cc1	108	112	101	96	101	96	98	96	110
O=C(CCC(=O)N(CCO)CCO)N(CCO)CCO	108	116	98	x	99	105	108	96	98
Clc1nc2ccc(Br)cc2cc1-c1nc2ccccc2[nH]1	93	73	80	53	55	99	91	x	107
CC(CCC(=O)O)C1CCC2C3CCC4CC(O)CCC4(C)C3CC(O)C12C (centres undefined)	105	106	107	x	104	100	97	105	95
COC(=O)C12C3C(=O)N(c4ccccc4)C(=O)C3C(c3cn(-c4ccccc4)nc3C)N1[C@H](c1cn(-c3ccccc3)nc1C)[C@@H]1C(=O)N(c3ccccc3)C(=O)[C@@H]12 (some centres undefined)	96	100	100	91	103	99	108	111	112
O=C1NC(=O)C2(CCCc3ccc([N+](=O)[O-])cc32)N1 (centres undefined)	108	107	119	87	99	107	101	105	104
COc1ccc(-c2nn(-c3cccc(Cl)c3)cc2C2CC(c3cccs3)=NN2C(C)=O)cc1 (centres undefined)	92	104	95	92	96	92	102	88	100
Cn1c(/C(C#N)=C/c2c(Cl)cncc2Cl)nc2ccccc21	82	77	86	66	102	93	84	76	89
COc1ccc(C(C#N)(CCC#N)CCC#N)cc1OC	106	100	106	97	115	98	100	101	113
COc1cc(/C=C2\C=C(c3ccccc3)N(CCc3ccccc3)C2=O)cc(OC)c1OC	67	76	83	66	63	68	74	70	x
COc1ccc2nc3ccc(OC)cc3c(SCCCN)c2c1	87	110	97	58	95	98	75	114	49
COc1ccc(-c2nc(SCC(C)C)nc(N/N=C(/C)c3ccc(C)cc3)c2C#N)cc1	90	96	88	75	96	98	96	80	112
O=c1c2ccccc2nc(SCc2n[nH]c(=S)n2-c2ccccc2)n1CCc1ccccc1	95	102	85	94	116	94	92	101	126
NC(=O)c1cc(O)c(Br)c(O)c1	105	117	109	94	118	105	105	103	120
O=C1C(N2CCOCC2)=Cc2cccc3cccc1c23	100	93	112	89	96	x	100	111	94
COc1ccc(C(=O)/C=C/c2ccc3c(c2)Cc2ccccc2-3)cc1S(N)(=O)=O	105	112	112	113	117	138	102	111	115
CC(=O)Nc1ncc(Cc2cc(Cl)ccc2Cl)s1	95	103	99	83	94	100	100	94	106
CC(C)COC(=O)c1ccc(NC(=O)CC2CCCN2)cc1 (centres undefined)	96	101	106	76	102	106	100	x	110
CCCCCCCCCCCC(=O)c1c(O)cc(C)oc1=O	64	79	83	94	102	78	82	98	98
CC1CC=CCC1C(=O)O (centres undefined)	103&108	112&109	103&104	94	104&114	103&101	103&102	99&107	101&105
O=C(CCCCCC/C=C/c1csc(Br)n1)NO	19	72	73	52	94	88	74	89	89
COc1cc(NC(=O)CSc2nc3ccc(C)cc3c(=O)n2-c2ccccc2)cc(OC)c1OC	75	101	90	69	107	83	84	101	111
C[C@H]1c2ccccc2OC(=O)C[C@@H]1c1ccccc1	97	95	102	83	92	95	97	105	99
Cc1cc(C)nc(SCC(=O)Nc2ccc(S(N)(=O)=O)cc2)n1	106	134	109	96	106	99	100	102	124
Clc1ccc2noc(-c3ccccc3)c2c1	100	109	133	90	109	108	102	106	113
COc1ccc(C2CC(=O)c3ccccc3N2)cc1 (centres undefined)	97	91	86	68	x	69	91	94	82
CSC1=NC(c2ccccc2)C(C(C)=O)=C(C)N1 (centres undefined)	110	101	84	x	110	90	94	108	114
O=C(Nc1ccc2c(c1)OCO2)C(=O)c1c[nH]c2cc(F)ccc12	48	41	60	61	60	73	80	65	83
O=Cc1cccc(OCc2ccccc2)c1	90	104	x	94	101	95	95	102	103
CCN(CCO)Cc1c(-c2ccccc2)oc(-c2ccccc2)c1Cl	96	99	x	98	115	97	107	88	124
COc1ccc(/C=C2/CCOC2=O)cc1	107	103	101	89	99	102	108	102	95
CCOC(=O)CN	105	107	111	101	98	97	102	101	109
O=[N+]([O-])c1ccc(/C=N\Nc2ccccc2)cc1	60	77	78	61	101	88	94	83	105
More compounds follow:
SMILES	NCI/ADR-RES	NCI-H460	IGROV1	NCI-H522	SK-OV-3	NCI-H226	NCI-H23	NCI-H322M	COLO 205
CC(C)c1c(Cl)cc(C(C)(C)C)c(O)c1Cl	117	107	97	107	105	98	120	90	112
CCCCCCCCNC=O	106	103	105	98	99	103	93	103	101
COc1ccc2c(c1)CCC1=C2CCC2(C)C(=O)CC=C12 (centres undefined)	90	89	x	61	102	82	88	94	103
O=c1oc2cc(O)ccc2cc1-c1cc2ccc(O)cc2oc1=O	108	110	92	85	91	109	113	105	103
Cn1c(-c2c(N)n(CCCN3CCOCC3)c3nc(C#N)c(C#N)nc23)nc2ccccc21	79	106	66	77	94	90	93	78	70
Cc1sc(NC(=O)c2ccco2)c(C(c2cccnc2)N2CCC(Cc3ccccc3)CC2)c1C (centres undefined)	93	75	84	46	115	x	78	71	86
C=CCC(=O)N[C@H](Cc1ccc(-c2cc(Cl)cc(Cl)c2)cc1)[C@H](O)[C@@H](O)C(=O)O	92	100	105	80	97	77	90	98	98
N[C@@H](Cc1c[nH]c2ccccc12)C(=O)O	107	110	103	116	118	111	108	115	115
COc1ccccc1C(=O)Nc1cccc(C2CCc3c(cc(OC)c(OC)c3OC)O2)c1 (centres undefined)	91	98	102	80	96	91	100	97	108
S=C1C=C(c2ccccc2)SC2c3cccn3CCN12 (centres undefined)	89	100	54	71	83	97	84	84	84
Fc1cccc(Cl)c1/C=N/Nc1nc(N/N=C/c2c(F)cccc2Cl)nc(N2CCOCC2)n1	83	77	59	86	92	80	73	84	70

Arranged by SMILES length (ascending): part of the list above.
SMILES	NCI/ADR-RES	NCI-H460	IGROV1	NCI-H522	SK-OV-3	NCI-H226	NCI-H23	NCI-H322M	COLO 205
Clc1ccc2noc(-c3ccccc3)c2c1	100	109	133	90	109	108	102	106	113
N[C@@H](Cc1c[nH]c2ccccc12)C(=O)O	107	110	103	116	118	111	108	115	115
COC(=O)C12C3C(=O)N(c4ccccc4)C(=O)C3C(c3cn(-c4ccccc4)nc3C)N1[C@H](c1cn(-c3ccccc3)nc1C)[C@@H]1C(=O)N(c3ccccc3)C(=O)[C@@H]12 (some centres undefined)	96	100	100	91	103	99	108	111	112
